# From PubChem BioAssay
# All columns: NCI-60 one-dose screen, growth in % after 48 h at 10 µM unless noted; 100 = growth as untreated, 0 = no growth, -100 = all killed.
# UACC-62: UACC-62 melanoma; actives 5.4% (n = 81,000); AID 1794756
# RPMI-8226: RPMI-8226 leukemia cells | AID 1794781 | actives 7.5% (n = 77,000)
# EKVX: EKVX NSCLC | actives 3% (n = 71,000)
# HOP-92: HOP-92 NSCLC cells | actives 6.3% (n = 71,000)
# A549/ATCC: A549/ATCC NSCLC; actives 3.7% (n = 81,000); AID 1794740
# CCRF-CEM: CCRF-CEM leukemia; actives 7% (n = 77,000); AID 1794778
# M14: M14 melanoma; AID 1794745; actives 6.2% (n = 80,000)
# HOP-62: HOP-62 NSCLC. actives 3.9% (n = 80,000). AID 1794735
# Numbers without * were called inactive; nt = not tested or not shown; & = joins results of further samples; [ ] = dose if it differs, or a comment. The calls were made as follows: active = growth percent below 10; inactive = the rest.
SMILES,UACC-62,RPMI-8226,EKVX,HOP-92,A549/ATCC,CCRF-CEM,M14,HOP-62
Cc1ccccc1[C@H]1C(C(=O)c2ccc(Cl)cc2)C2(N[C@@H]1c1ccccc1)C(=O)Nc1ccccc12 (some centres not stated),-84*,-24*,-16*,-50*,-22*,-14*,-78*,-48*
COc1cc(C2CC(c3cc(OC)c(OC)c(OC)c3)=Nc3c(N)nc(N)nc3N2)ccc1Oc1nc(Nc2ccc(F)cc2)nc(N(C)C)n1 (configuration not stated),84,34,67,38,53,27,67,100
O=C1N(Cc2ccc(Cl)cc2)c2ccccc2C12NCCc1cccc(O)c12 (configuration not stated),85,91,92,70,93,93,96,91
CCOC(=O)c1c(C)c2c(n1C)CSc1cc(C#N)c(=O)[nH]c1-2,89[100 µM],65[100 µM],53[100 µM],65[100 µM],108[100 µM],93[100 µM],110[100 µM],82[100 µM]
COC(=O)c1ccc(Nc2ccnc(-c3cncc4ccccc34)n2)cc1,84,90,91,86,101,98,100,92
CC[C@H](C)C(=O)O[C@H]1CCC=C2C=C[C@H](C)C(CCC3C[C@@H](O)CC(=O)O3)[C@H]21 (some centres not stated),30,97,66,nt,97,82,62,87
Nc1ncnc(Nc2ccc(S(N)(=O)=O)cc2)n1,103,nt,106,nt,113,102,109,112
O=C(O)COc1ccc(F)cc1Cl,99,99,105,82,112,nt,98,109
COc1cc2c(cc1OC)C(=O)/C(=C/c1cc(-c3ccc4c(c3)OCO4)n[nH]1)C2,26,-47*,nt,-4.1*,28,nt,5.7*,-53*
c1ccc(OCCC[P+](c2ccccc2)(c2ccccc2)c2ccccc2)cc1,15,-28*,nt,-31*,26,1.7*,14,22
CCCCCCn1c(=O)c2c(nc(NCCc3ccc(O)c(O)c3)n2C)n(C)c1=O,80,16,86,73,89,19,91,92
[O-]c1on[n+]2c1Cc1ccccc1C2,103,111,102,95,107,111,103,103
O=C(Nc1ncc(Cc2ccc(Cl)cc2)s1)c1ccc2c(c1)OCCO2,46,20,36,61,18,15,17,27
O=C(CCN1C(=O)/C(=C/c2ccccc2)SC1=S)Nc1ncc(Cc2ccc(Cl)cc2)s1,96,103,88,97,99,103,105,116
CC(=O)Nc1cc(Cl)ccc1O,90,108,91,85,87,101,107,111
Cc1cc2c(c(C)c1Cl)C(=O)/C(=C/c1ccc([N+](=O)[O-])cc1)O2,83,110,108,108,92,95,100,110
CCn1cc(C(=O)N[C@H]2C(O)[C@@H](O)C(CO)O[C@H]2O)c(=O)c2cc(F)c(N3CCN(C(C)=O)CC3)cc21 (some centres not stated),104,nt,105,104,105,104,110,111
Cc1cccc2nc3c(n12)C(=O)C(=O)c1ccccc1-3,-57*,45,64,93,61,92,67,26
COc1ccc2nc(C)cc(Sc3nc4ccccc4s3)c2c1,47,-39*,42,nt,36,7.2*,66,58
CC(C)c1ccc(C(=O)Nc2nc3ccc(O)cc3s2)cc1,11,29,37,50,33,29,3.0*,93
COc1ccc(Nc2nc3ccc(NC(C)=O)cc3[nH]c2=O)cc1,108,72,nt,75,84,53,120,107
COC(=O)C1C2CCCCC1C(=O)O2 (configuration not stated),98,124,100,nt,104,91,98,nt
Cc1ccc(C2CCCCC2)cc1Br,nt,100,99,95,89,103,99,91
COc1ccc(/C=C(\c2cc(OC)c(OC)c(OC)c2)c2nnc(-c3ccc(N(C)C)cc3)o2)cc1,84,75,62,72,73,nt,94,114

# Looked up above:
# HOP-92 result of `O=C(CCN1C(=O)/C(=C/c2ccccc2)SC1=S)Nc1ncc(Cc2ccc(Cl)cc2)s1` : 97
# EKVX result of `COc1ccc2nc(C)cc(Sc3nc4ccccc4s3)c2c1` : 42

# Going on with the list.
SMILES,UACC-62,RPMI-8226,EKVX,HOP-92,A549/ATCC,CCRF-CEM,M14,HOP-62
COC(=O)[C@H](CCCCNC(=O)OC(C)(C)C)Nc1nc(N)nc(N(C)C2CCCCC2)c1C=O,93,88,95,69,97,85,107,107
C=C1CCC2C3(C)COC(c4cccc(F)c4)OC3CCC2(C)C1C/C=C1/C(=O)OCC1O (configuration not stated),2.9*,11,23,-6.1*,23,16,-41*,23
COc1ccc(-c2cc(-c3nnc(SCC(=O)Nc4ccc(C(C)=O)cc4)o3)c3cc(OC)ccc3n2)cc1,87,99,105,107,92,97,112,101
Clc1ccccc1Nc1nnc(-c2ccncc2)s1,95,89,92,94,95,96,104,118
O=c1c(/C=C/c2ccco2)nnc2sc(Nc3ccc(Cl)cc3)nn12,92,101,91,89,101,98,101,89
COc1ccc(-c2nnc(CNc3ccccn3)o2)cc1,95,nt,93,65,95,76,93,77
O=C(CCOCCOCCNC(=O)COc1ccc2c(c1)OCC(c1ccc(F)cc1)C2=O)NCCCC(O)(P(=O)(O)O)P(=O)(O)O (configuration not stated),102,113,97,112,102,104,102,103
CN(C)C1CCN(Cc2ccccc2)CC1,107,101,nt,90,97,93,100,113
COc1ccc(-c2cc(=O)oc3ccc(Cl)cc23)cc1F,30,28,38,34,11,12,15,21
CCOC(=O)c1ccc(-c2ccc(C(=O)OCC)cc2)cc1,94,91,104,71,102,98,103,104
c1cnc(-c2nc3c4c5c(sc4ncn3n2)CCC5)cn1,100,100,nt,102,97,97,113,106
C=C(C)[C@@H]1CC=C2c3sc(N)nc3C[C@@H](C)[C@]2(C)C1,83,96,101,104,106,100,101,108
COC(=O)[C@@H](Cc1c[nH]c2ccccc12)NC[C@@H](O)CN1C(=O)/C(=C\c2cc(OC)c(OC)c(OC)c2)c2ccccc21,50,6.1*,86,68,67,21,65,65
CN(C)c1ccc(-c2cc(-c3ccc(Nc4nc(Nc5ccc(F)cc5)nc(Nc5ccc(F)cc5)n4)cc3)nc(N)c2C#N)cc1,122,79,108,61,104,89,108,98
O=CN1N=C(c2ccc(Cl)cc2)CC1c1sc(Cl)nc1Cl (configuration not stated),89,100,nt,nt,97,93,103,87
CC(=O)OCC1OC(n2cc(CI)nn2)C(OC(C)=O)C(OC(C)=O)C1OC(C)=O (configuration not stated),105,104,nt,98,97,100,102,107
N#C/C(=C\c1ccc(-c2ccc(Br)cc2)o1)c1nc2ccccc2c(=O)[nH]1,89,94,88,87,106,90,97,103
COC1=C(N=[N+]=[N-])C(=O)C(OC)=C(N=[N+]=[N-])C1=O,106,110,nt,107,97,106,105,99
ClC/C=C/c1ccccc1,105,112,140,nt,104,100,106,99
C=C[C@@H]1C[C@H](O)Cc2cc(F)ccc2N1,99,73,89,56,98,-66*,97,88
N#Cc1ncc(-c2cc(C(F)(F)F)cc(C(F)(F)F)c2)c(NC2CCCCCC2)n1,102,87,nt,nt,96,87,117,96
COc1ccccc1CC(=O)O,102&101,109&104,121,121&98,100&92,105&111,101&103,105&110
CC(=O)CC(=O)NC(C)CCC(C)C (configuration not stated),104,93,nt,94,98,83,106,102
O=c1cc(Cn2cc(CSc3nc4ccccc4o3)nn2)c2c(ccc3ccccc32)o1,101,100,88,89,101,102,102,89

# As a working copy, 14 of the compounds above.
SMILES,UACC-62,RPMI-8226,EKVX,HOP-92,A549/ATCC,CCRF-CEM,M14,HOP-62
c1cnc(-c2nc3c4c5c(sc4ncn3n2)CCC5)cn1,100,100,nt,102,97,97,113,106
C=C(C)[C@@H]1CC=C2c3sc(N)nc3C[C@@H](C)[C@]2(C)C1,83,96,101,104,106,100,101,108
COC(=O)[C@@H](Cc1c[nH]c2ccccc12)NC[C@@H](O)CN1C(=O)/C(=C\c2cc(OC)c(OC)c(OC)c2)c2ccccc21,50,6.1*,86,68,67,21,65,65
CN(C)c1ccc(-c2cc(-c3ccc(Nc4nc(Nc5ccc(F)cc5)nc(Nc5ccc(F)cc5)n4)cc3)nc(N)c2C#N)cc1,122,79,108,61,104,89,108,98
O=CN1N=C(c2ccc(Cl)cc2)CC1c1sc(Cl)nc1Cl (configuration not stated),89,100,nt,nt,97,93,103,87
CC(=O)OCC1OC(n2cc(CI)nn2)C(OC(C)=O)C(OC(C)=O)C1OC(C)=O (configuration not stated),105,104,nt,98,97,100,102,107
N#C/C(=C\c1ccc(-c2ccc(Br)cc2)o1)c1nc2ccccc2c(=O)[nH]1,89,94,88,87,106,90,97,103
COC1=C(N=[N+]=[N-])C(=O)C(OC)=C(N=[N+]=[N-])C1=O,106,110,nt,107,97,106,105,99
ClC/C=C/c1ccccc1,105,112,140,nt,104,100,106,99
C=C[C@@H]1C[C@H](O)Cc2cc(F)ccc2N1,99,73,89,56,98,-66*,97,88
N#Cc1ncc(-c2cc(C(F)(F)F)cc(C(F)(F)F)c2)c(NC2CCCCCC2)n1,102,87,nt,nt,96,87,117,96
COc1ccccc1CC(=O)O,102&101,109&104,121,121&98,100&92,105&111,101&103,105&110
CC(=O)CC(=O)NC(C)CCC(C)C (configuration not stated),104,93,nt,94,98,83,106,102
O=c1cc(Cn2cc(CSc3nc4ccccc4o3)nn2)c2c(ccc3ccccc32)o1,101,100,88,89,101,102,102,89

# Additional records:
SMILES,UACC-62,RPMI-8226,EKVX,HOP-92,A549/ATCC,CCRF-CEM,M14,HOP-62
O=C1/C(=C/c2ccc(O)cc2)Oc2ccc(Cl)cc21,83,119,nt,67,80,88,94,86
O=C1NC(=O)c2c1cc1ccccc1c2-c1ccccc1,104,97,107,61,122,74,115,105
COc1ccccc1CNC(=O)CCn1c(=O)[nH]c2ccsc2c1=O,106,103,nt,124,103,111,107,106
CC1CC(=O)OC(C)(C)C1 (configuration not stated),100,98,nt,nt,108,100,104,98
CC1O[C@@H](c2ccccc2)OC2COC(c3ccccc3)OC12 (some centres not stated),99,99,101,90,100,106,99,97
COc1ccc(OC)c(Nc2n[nH]c(-c3cccs3)c2C#N)c1,76,90,88,74,102,96,98,82
CN1CCN(C(=O)[C@]2(C)CC[C@]3(C)CC[C@]4(C)C(=CC(=O)[C@@H]5[C@@]6(C)CCC(=O)NC(C)(C)[C@@H]6CC[C@]54C)[C@@H]3C2)CC1,97,100,94,65,94,93,105,89
O=C(OCC(O)C1OC(c2ccccc2)OC(COC(=O)c2ccccc2)C1O)c1ccccc1 (configuration not stated),108,nt,nt,90,95,nt,110,99
CCOC(=O)c1c2c(c3ccc4c5ccccc5ccc4n13)C(=O)c1ccccc1C2=O,104,115,108,107,120,102,113,108
O=C(O)/C=C\C(=O)Nc1ccccc1,100,97,88,107,94,97,101,98
C=CNC(=S)N/C=C(\C#N)S(=O)(=O)c1ccc(C)cc1,97,103,99,106,94,103,96,93
CN1C(=O)/C(=C/c2cccs2)S/C1=N/c1nccs1,87,101,77,101,103,99,110,98
O=C1OCC2=C1C(c1cccc([N+](=O)[O-])c1)c1cc3c(cc1N2CCO)CCC3 (configuration not stated),44,17,37,51,12,7.3*,3.1*,31
O=C(/C=C/c1ccccc1)c1cccc(Nc2nc(Nc3ccccc3)nc(Nc3ccccc3)n2)c1,82,45,72,56,92,76,81,99
Cc1cc(C)nc(NS(=O)(=O)c2ccc(Nc3nc(C)c4c(=O)[nH]c(Nc5cccc(Cl)c5)nc4n3)cc2)n1,82,41,87,65,48,74,nt,78
COc1ccc(Nc2cnc3cc(NS(=O)(=O)c4ccc(C)cc4)ccc3n2)cc1,65,106,nt,nt,66,90,76,79
CN1CCN(c2c3c(c(C#N)c4nc5ccccc5n24)CCC3)CC1,102,92,nt,109,104,94,108,99
Cc1cn([C@H]2C=C[C@@H](CO)O2)c(=O)[nH]c1=O,114,104,105,97,101,nt,108,nt
COC(=O)CN/C(CCCO)=C(/C#N)C1Nc2ccccc2N1C (configuration not stated),109,87,110,86,110,74,108,98
CN1/C(=C/C=C/c2n(Cc3ccc4ccccc4c3)c(Cl)c(Cl)[n+]2Cc2ccc3ccccc3c2)Oc2ccccc21,-94*,-53*,-92*,-81*,-87*,-53*,-77*,-86*
Nc1nc(N)c2c(C(=O)Nc3ccc(CCN4CCOCC4)cc3)coc2n1,96,115,96,124,103,110,102,100
O=C(/C=C/Nc1ccc(S(=O)(=O)O)cc1)c1ccc(Cl)cc1,96,100,109,133,109,100,102,110
O=C(O)c1cc(N2CCCCC2)nc2ccccc12,89,101,119,99,101,95,109,89
CCCC(=O)Nc1ncnc2c1ncn2C1O[C@@H]2COP(=O)(O)O[C@H]2[C@H]1OC(=O)CCC (some centres not stated),112,nt,91,nt,100,nt,104,98
CCC(=O)c1ccc(O)c(OC)c1,95,94,114,83,86,91,101,104
Cc1cc(C)c2c(c1)C(c1ccc(O)c(C)c1)(c1ccc(O)c(C)c1)C(=O)N2,93,81,99,83,86,91,91,86
